Screens from PubChem BioAssay.
p53ts 39C kill = cytotoxicity in p53ts cells at nonpermissive temperature; H1299-p53A138V viability at 39C, ATP luminescence, 24 h; actives 1.5% (n = 130,000); Potency, µM (top dose mostly 46.1 µM), without a hit: top-dose activity change, negative = cell killing, most hits filed as cytotoxic; note: nearly all actives have a fitted effect of over 55% in size
p53ts 32C tox = kills p53ts cells at the permissive temperature | H1299-p53A138V at 32C, ATP luminescence viability, 24 h | Potency, µM (titrated, usually from 46.1 µM), without a hit: top-dose activity change, negative = cytotoxicity, usual class: cytotoxic | actives 0.93% (n = 130,000) | AID 924;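 note: 0% = DMSO and -100% = full killing by reference compound; nearly all actives have a fitted effect of over 55% in size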
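H1299-p53 A138V cells (temperature-sensitive p53) exposed 24 h to up to 46 uM compound at 32C, where p53 is wild-type in conformation. Viability read as ATP luminescence and normalised to DMSO and 100 uM tamoxifen. AC50 fitted with the Hill equation.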
IkB signaling = suppresses IkB signaling in ABC-DLBCL reporter cells; Potency, µM (top dose mostly 57.1 µM), without a hit: at the highest dose IkBa stabilization activation; ABC-DLBCL IkBa-CBG/CBR dual luciferase ratio, 4 h; response scale: scaled: untreated 0%, proteasome inhibitor 100%; actives 0.04% (n = 110,000); active = well fitted curve in the direction sought with a large enough effect in the signal ratio, not every such curve was filed as active; inconclusive = small, poorly fitted or top-dose-only effect, or a change in a side signal; the % refers to the signal ratio;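 note: the direction sought is a rising ratio; 0% = basal untreated cells and 100% = reference inhibitor full response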
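Curves were fitted separately to fusion (green), unfused (red) and ratio luminescence, then classed by r2, magnitude and activity. Cells: OCI-Ly3, 4 h compound plus doxycycline at 37C; 10 uM MG-132 defined full response.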
Peg3 imprint = genomic imprint erasure induction; mouse ES Peg3-LacZ reporter, beta-gal luminescence, 40 h; Potency, µM (top dose mostly 60.7 µM), inactives show at the highest dose activity change, positive = activation, hits mostly activators; actives 0.02% (n = 110,000);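 note: 0% = negative control wells on the plate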
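Readout: BetaGlo luminescence (5 min, room temp) for LacZ from the normally silent maternal Peg3 allele in female Peg3LacZ-Neo ES cells. Cells 300/well, 40 h, 37C, 5% CO2. Data normalized per plate to negative controls.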
* hit, by the source's call; ? = inconclusive; . = no result given; & = joins results of further samples; [ ] = remark or other dose. Unless noted, calls come from the whole dose curve; as a rule, active = well fitted curve in the direction sought with a large enough effect; inconclusive = small, poorly fitted or top-dose-only effect, or another doubt; inactive = no such curve, though single readings can be large; an effect the other way counts as inactive or inconclusive. Unless noted, % is set by controls: 0 for no effect and ±100 for the full control effect; potency is the fitted concentration of half-maximal effect.

| SMILES | p53ts 39C kill | p53ts 32C tox | IkB signaling | Peg3 imprint |
| --- | --- | --- | --- | --- |
| COc1ccc(CCN2C(=O)CC(N3CCN(c4ccccn4)CC3)C2=O)cc1OC (stereo unspecified) | 4.6% | 5.1% | -0.6% | -1.5% |
| Cc1ccc(S(=O)(=O)NC2c3cccc4cccc(c34)C2Sc2n[nH]c(N)n2)cc1 (stereo unspecified) | -7.6% | -8.2% | . | . |
| CN(C)S(=O)(=O)n1cc(/C=C(\NC(=O)c2ccccc2F)C(=O)NCCCn2ccnc2)c2ccccc21 | 11.7% | -3.7% | ? | 1.1%[10.9 µM] |
| c1cn(C23CC4CC(CC(C4)C2)C3)cn1 | 3.4% | -3.9% | -0.7% | -7.2% |
| O=C(/C=N/O)Nc1ccc(F)cc1 | 2.3% | -2.7% | ? | -18.1% |
| CCOc1ccc(C(=O)Nc2cc(C)c3c(=O)oc4ccccc4c3n2)cc1 | -7.0% | -3.0% | -2.7% | 8.4% |
| COc1ccc(C(=O)Nc2ccc(C(F)(F)F)n(C)c2=O)cc1 | -23.3% | -23.1% | . | . |
| CC(C)(C)c1ccc(C(=O)NCC(c2ccco2)S(=O)(=O)c2ccc(F)cc2)cc1 (stereo unspecified) | -18.7% | 0.9% | ? | -23.2%[10.9 µM] |
| O=C(Nc1ccc(N2CCCCC2)c(Cl)c1)c1cccnc1 | -19.5% | -24.8% | 0.1% | -32.1%[inhibitor] |
| COC(=O)c1ccc(C2c3c(oc4ccc(F)cc4c3=O)C(=O)N2CCO)cc1 (stereo unspecified) | 14.1% | 5.9% | -0.1% | -14.3% |
| c1cncc(CNc2ncncc2-c2ccoc2)c1 | 8.1% | -1.3% | 2.3%[11.4 µM] | -7.3% |
| COc1cc(C2/C(=C(/O)c3ccc(OCC(C)C)cc3)C(=O)C(=O)N2CCN(C)C)ccc1O (stereo unspecified) | 2.4% | -12.5% | 3.3% | -17.9% |
| CC(=O)N1CC2(CC(=O)OC(C)C)CN(C(C)=O)CC(CC(=O)OC(C)C)(C1)C2=O | 11.7% | -1.9% | 0.7% | . |
| CCNc1ccc2c(Cl)cc(=O)oc2c1 | -6.4% | -3.7% | ? | . |
| CC(C)c1ccc(S(=O)(=O)Nc2ccc3oc4c(c3c2)C(=O)CC(C)(C)C4)cc1 | ? | -5.3% | 2.9% | 6.3%[10.9 µM] |
| CCOc1ccc2nc(SC(C)C(N)=O)[nH]c2c1 (stereo unspecified) | -4.6% | -4.3% | 1.0% | -12.9% |
| CCc1nc(SCc2cccnc2)c2c(=O)n(C)c(=O)n(C)c2n1 | -3.5% | -7.5% | -2.9% | -13.3% |
| COc1ccc(C2c3c(-c4c(C)cc(C)cc4O)n[nH]c3C(=O)N2Cc2ccco2)cc1 (stereo unspecified) | ? | ? | ? | 28.0%[10.9 µM] |
| Cc1ccc2cccc(OCC(=O)NCc3ccco3)c2n1 | 2.5% | -7.2% | 0.0% | -10.2% |
| COc1ccc(-c2cc(C(=O)NCc3ccc(C)cc3)c3cc(C(C)C)ccc3n2)cc1 | -20.2% | 2.8% | 0.7% | 4.2%[10.9 µM] |
| Cn1c(SCc2ccccc2)nnc1-c1ccc2c(c1)OCO2 | -2.7% | -4.3% | 1.7% | -15.3% |
| C[C@@H](CSC(=N)N)C(N)=O | 6.9%[9.22 µM] | -2.3%[9.22 µM] | -0.7%[11.4 µM] | -15.3%[10.9 µM] |
| COC1C(O)C(O)C(O)C(O)C1O (stereo unspecified) | 8.9% | -0.9% | . | -1.0% |
| COC(=O)N1CCC2(CCCN(c3ncccn3)C2)CC1 | -1.9% | -1.3% | 3.5%[11.4 µM] | . |
| Cc1ccc(Nc2cc(C(=O)NC3CCCC3)c3ccccc3n2)c(C)c1 | ? | -11.5% | ? | -4.4%[10.9 µM] |
| CCc1cc2c(NCCC(=O)O)ncnc2s1 | -15.2% | 2.5% | 0.8% | -4.3% |
| Cc1cccc(C)c1NC(=O)c1ccc2nc(CCc3ccccc3)oc2c1 | 17.4% | 13.1% | 1.8% | -8.7%[10.9 µM] |
| COC(=O)c1[nH]c2cccc(C)c2c1NC(=O)CN1CCN(c2ccccc2OC)CC1 | 10.7% | -0.1% | -0.6% | 14.4% |
| CC(=O)Nc1ccc(S(=O)(=O)N2CCSC2c2ccc(C)cc2)cc1 (stereo unspecified) | -22.0% | -13.3% | 17.1% | -5.3% |
| CCCN1C(=O)/C(=C2\SC(N3CCCCC3)=NC2=O)c2ccccc21 | ? | ? | -0.6% | -7.5% |
| N=C(N)SCCN | -14.8%&-10.0%&6.5% | -16.1%&-1.9%&7.2% | 0.6%&2.4% | -30.5%&-26.8%&-11.9%[inhibitor] |
| COC(=O)c1sc2cccc(F)c2c1S(=O)(=O)N1CCN(c2ccc(F)cc2)CC1 | -28.4% | 0.0% | -1.8% | 5.5%[10.9 µM] |
| CCOc1ccccc1Nc1nnc(-c2cc3cc(OC)ccc3oc2=O)s1 | -9.4% | -4.4% | 0.7% | -8.8%[10.9 µM] |
| CCOc1ncccc1C(=O)Nc1cccc(C(=O)Nc2cccc(S(=O)(=O)CCO)c2)c1 | -10.6% | -1.5% | ? | -11.1% |
| COc1ccc(-c2[nH]nc3c2C(c2ccoc2)C(C#N)=C(N)O3)cc1 (stereo unspecified) | 0.3% | -8.4% | . | . |
| Cc1oc(-c2ccccc2)nc1CS(=O)CC(=O)N1CCc2ccccc2C1 (stereo unspecified) | 6.1% | 17.1% | -0.9% | -13.6% |
| Cc1ccc2nc(SCC(=O)NCc3ccco3)c(C#N)cc2c1 | -27.4% | -7.4% | -0.3% | -47.0%[inhibitor] |
| COc1cccc(N2CCN(C(=O)c3cc4cc5cc(C)ccc5nc4s3)CC2)c1 | -12.5% | -3.6% | 2.7% | 8.9%[10.9 µM] |
| O=C(CSc1nnc(-c2ccccc2O)o1)Oc1ccc(OCc2ccccc2)cc1 | -0.2% | -10.6% | -4.4% | . |
| Cc1cc(N2CCOCC2)nc(SCC(=O)c2ccccc2)n1 | -4.5% | 8.2% | ? | -11.5% |
| O=C(c1ccco1)N1CCN(C(c2ccccc2F)c2nnnn2CC2CCCO2)CC1 (stereo unspecified) | 2.2% | 5.0% | 1.2% | -1.3% |
| O=C(NCCc1c[nH]c2ccccc12)Nc1ccccc1C(F)(F)F | -4.3% | -1.2% | 1.8% | -5.7%[10.9 µM] |
| COc1ccc(N2CCN(S(=O)(=O)CCNC(=O)Cc3ccc(Cl)cc3)CC2)cc1 | -2.1% | -6.3% | -1.4% | 6.5%[10.9 µM] |
| CCNc1ncc2nc(-c3cc(F)cc(F)c3)c(=O)n(Cc3ccc(F)cc3)c2n1 | 2.9% | 5.2% | 1.7%[11.4 µM] | ? |
| CCCC(=O)Nc1nnc(SCc2cc(=O)c3ccc(C)cc3[nH]2)s1 | 9.7% | -2.6% | ? | -18.9%[10.9 µM] |
| COc1cccc(CNC(=O)CSC2=Nc3ccccc3N=C(c3ccc(F)cc3)C2)c1 | -19.4% | 0.3% | 5.6% | -13.2%[10.9 µM] |
| O=C(Nc1cccnc1)c1cccnc1 | -4.6% | -9.6% | . | . |
| CCc1ccccc1N1CC(c2nc3ccccc3n2CC(C)C)CC1=O (stereo unspecified) | 0.1% | 23.6% | ? | -11.8%[10.9 µM] |
| CC1(C)c2ccccc2N2CCC(=O)NC21/C=C/c1ccco1 (stereo unspecified) | 0.5% | -1.0% | 5.9% | -18.7% |
| CCc1ccc(C2CC(=O)c3c([nH]c(C(=O)OCCOc4ccccc4)c3C)C2)cc1 (stereo unspecified) | 12.6µM* | ? | -0.8% | -27.2%[10.9 µM] |
| COc1ccc(-c2csc3nc(-c4ccc(F)cc4)oc(=O)c23)cc1 | -5.6% | 1.4% | ? | -15.2%[10.9 µM] |
| COC(=O)Cc1cc(=O)n(-c2nc3ccccc3s2)[nH]1 | -2.7% | -2.8% | 19.1% | -10.7% |
| COc1ccc(NC(=O)Cn2nnc(C(=O)NCc3ccccc3OC)c2N)cc1Cl | -7.6% | 3.4% | 1.4% | -3.5% |
| COc1ccc(NC(=O)CC2C(=O)N(c3ccc(OC)cc3)C(=O)N2CCN2CCN(C)CC2)cc1 (stereo unspecified) | 4.8% | 0.5% | 1.3% | -10.2% |
| CC(C)CN1CCC2(CC1)CCN(C(=O)c1cccn1C)CC2 | 1.8% | -12.0% | 2.1%[11.4 µM] | . |
| CCOC(=O)N1CCN(C(=O)CC(C(=O)N2CCc3ccccc32)n2ccnc2)CC1 (stereo unspecified) | 8.9% | 1.1% | -1.5% | -10.8% |
| CCOC(=O)c1cc(-c2ccccc2)n(-c2cccc(C(=O)NC(C)(C)C)c2)c1C | -17.7% | -0.1% | -1.1% | -35.8%[inhibitor][10.9 µM] |
| CCCC(=O)Nc1cc(C)c(NC(=O)C23CC4CC(CC(C4)C2)C3)cn1 | -3.5% | 13.4% | 0.0% | -8.1% |
| CC(C)CCNC(=O)c1cccc(Cl)c1 | 4.3% | -1.5% | 3.6% | -12.7% |
| CC(CCc1ccc(O)cc1)N(C)CCc1ccccc1 (stereo unspecified) | 11.7% | -8.1% | 1.2% | -7.6% |

14 neighbouring entries already listed:
| SMILES | p53ts 39C kill | p53ts 32C tox | IkB signaling | Peg3 imprint |
| --- | --- | --- | --- | --- |
| O=C(Nc1cccnc1)c1cccnc1 | -4.6% | -9.6% | . | . |
| CCc1ccccc1N1CC(c2nc3ccccc3n2CC(C)C)CC1=O (stereo unspecified) | 0.1% | 23.6% | ? | -11.8%[10.9 µM] |
| CC1(C)c2ccccc2N2CCC(=O)NC21/C=C/c1ccco1 (stereo unspecified) | 0.5% | -1.0% | 5.9% | -18.7% |
| CCc1ccc(C2CC(=O)c3c([nH]c(C(=O)OCCOc4ccccc4)c3C)C2)cc1 (stereo unspecified) | 12.6µM* | ? | -0.8% | -27.2%[10.9 µM] |
| COc1ccc(-c2csc3nc(-c4ccc(F)cc4)oc(=O)c23)cc1 | -5.6% | 1.4% | ? | -15.2%[10.9 µM] |
| COC(=O)Cc1cc(=O)n(-c2nc3ccccc3s2)[nH]1 | -2.7% | -2.8% | 19.1% | -10.7% |
| COc1ccc(NC(=O)Cn2nnc(C(=O)NCc3ccccc3OC)c2N)cc1Cl | -7.6% | 3.4% | 1.4% | -3.5% |
| COc1ccc(NC(=O)CC2C(=O)N(c3ccc(OC)cc3)C(=O)N2CCN2CCN(C)CC2)cc1 (stereo unspecified) | 4.8% | 0.5% | 1.3% | -10.2% |
| CC(C)CN1CCC2(CC1)CCN(C(=O)c1cccn1C)CC2 | 1.8% | -12.0% | 2.1%[11.4 µM] | . |
| CCOC(=O)N1CCN(C(=O)CC(C(=O)N2CCc3ccccc32)n2ccnc2)CC1 (stereo unspecified) | 8.9% | 1.1% | -1.5% | -10.8% |
| CCOC(=O)c1cc(-c2ccccc2)n(-c2cccc(C(=O)NC(C)(C)C)c2)c1C | -17.7% | -0.1% | -1.1% | -35.8%[inhibitor][10.9 µM] |
| CCCC(=O)Nc1cc(C)c(NC(=O)C23CC4CC(CC(C4)C2)C3)cn1 | -3.5% | 13.4% | 0.0% | -8.1% |
| CC(C)CCNC(=O)c1cccc(Cl)c1 | 4.3% | -1.5% | 3.6% | -12.7% |
| CC(CCc1ccc(O)cc1)N(C)CCc1ccccc1 (stereo unspecified) | 11.7% | -8.1% | 1.2% | -7.6% |

The results go on:
Every second line gives: p53ts 39C kill, p53ts 32C tox, IkB signaling, Peg3 imprint
CCc1ccc(CNC(=O)CN(c2ccc(C)cc2)S(=O)(=O)N(C)C)cc1
→ 5.7%, -2.3%, ?, -12.9%[10.9 µM]
c1cc2c(cc1C1CCCCC1)c1c3n2CCN=C3CCC1
→ 0.1%, 8.8%, ., .
N#Cc1c(N)n(CCCN2CCOCC2)c2nc3ccccc3nc12
→ 7.3%, -5.0%, -2.8%, -8.4%
Cc1cc(C)nc(SCc2ccc3nonc3c2)n1
→ 1.6%, -3.8%, -2.3%, -15.9%
Cc1ccc2nc3c(cc(C(=O)NCC4CCCO4)c(=N)n3C(C)C)c(=O)n2c1 (stereo unspecified)
→ 8.5%, -3.0%, 3.5%, -14.5%[10.9 µM]
COc1nc(OC)nc(N2CCCCCC2)n1
→ 6.2%, -8.8%, ., .
Cc1ccc(-c2nn3c(-c4ccc(C)cc4)nnc3c3ccccc23)cc1
→ -5.1%, 2.7%, 2.7%, 4.4%[10.9 µM]
